H1N1 NS1A inhibition: H1N1 influenza NS1A inhibitors, functional cell based assay (AID 504329); NS1A functional cell-based assay, percent inhibition; higher % means a stronger effect; one-dose inhibition, % at 12.5 µM; IC50 in µM for titrated hits; 340,000 tested, 0.3% active; in the data active = a potency from the dose series; inconclusive = inhibition above about 27% without an active follow-up result; note: strong numbers were not always called active
M. tuberculosis: growth inhibition of non-replicating M. tuberculosis (AID 488890). Mycobacterium tuberculosis non-replicating, growth inhibition; higher % means a stronger effect. inhibition, % at 25 µM, or IC50 in µM where a hit was titrated. 320,000 tested, 0.39% active; in the data active = a potency from the dose series; inconclusive = inhibition mostly from about 82% at the one dose, without a potency; inactive = the rest, 99 in 100 with inhibition below about 76%;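 note: plate controls were DMSO cells for no effect and high antibiotic wells for full effect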
inhibitors of VEEV: inhibitors of VEEV TC-83 cytopathic effect, confirmation, Vero cells (AID 588727) | one-dose inhibition, % at 20 µM; IC50 in µM for titrated hits | 350,000 tested, 0.13% active | Vero cells, VEEV TC-83 cytopathic effect inhibition; higher % means a stronger effect; in the data active = a potency from the dose series; inconclusive = inhibition mostly from about 14% at the one dose, without a potency; inactive = the rest, 99 in 100 with inhibition below about 12%; note: strong numbers were not always called active
Salmonella PhoP GFP: PhoP regulon inhibitors, Salmonella typhi PhoP promoter GFP reporter, confirmatory (AID 1850); Salmonella Typhi PhoP-promoter GFP reporter, fluorescence, 4 h; higher % means a stronger effect; inhibition, % at 50 µM, or IC50 in µM where a hit was titrated; 310,000 tested, 0.33% active; in the data active = a potency from the dose series; inconclusive = inhibition mostly from about 25% at the one dose, without a potency; inactive = the rest, 99 in 100 with inhibition below about 19%;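 note: 0% = induced wells with vehicle and 100% = uninduced wells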
M. tuberculosis HTS: M. tuberculosis growth inhibition, HTS (AID 449762) | M. tuberculosis H37Rv growth inhibition, 7H9 media; higher % means a stronger effect | 330,000 tested, 0.59% active | inhibition, % at 25 µM, or IC50 in µM where a hit was titrated; in the data active = a potency from the dose series; inconclusive = inhibition above about 70% without an active follow-up result;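 note: bacterial growth assessed after seven days of incubation; strong numbers were not always called active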
inhibitors of VEEV 10K pilot screen: also measured in inhibitors of VEEV; calls as there; inhibition, %; measured here: 10K pilot screen inhibition
An asterisk follows results filed as active; i = inactive; ? = inconclusive; · = no result given.

SMILES	H1N1 NS1A inhibition	M. tuberculosis	inhibitors of VEEV	Salmonella PhoP GFP	M. tuberculosis HTS	others
CC1CCN(CC(=O)N2CCN(c3ccccc3)CC2)CC1	-8%	-3%	i	-3%	11%
CN(Cc1ccccc1)c1nc2c(c(=O)[nH]c(=O)n2C)n1CCCSc1ncccn1	-4%	12%	6.3%	7%	0%
CSCC[C@H](NC(=O)OC(C)(C)C)c1nnc(SCc2ccccc2)o1	4%	1%	1.6%	-6%	-2%
C=CCn1c(O)c(Cc2ccc(OCC)cc2)c(=O)[nH]c1=O	-3%	-8%	1.9%	6%	0%
COc1ccc(C(=O)Nc2c(-c3ccccc3)nc3ccccn23)c(OC)c1	-9%	13%	10%	5%	-7%
N#C/C(=C\c1ccc(O)c([N+](=O)[O-])c1)c1nc2ccccc2s1	10%	·	2.4%	·	·
CC(C)CN(C(=O)CN(C)C(=O)c1ccco1)c1c(N)n(CC(C)C)c(=O)[nH]c1=O	3%	-10%	1.1%	-1%	-5%
Cc1ccc(S(=O)(=O)c2cc(Nc3ccccc3)ccc2O)cc1	7%	67%	0.0%	10%	-3%
CCn1cc(C(=O)N[C@@H](CCSC)C(=O)NCCOC)c(=O)c2cc3c(cc21)OCO3	-4%	-10%	0.5%	1%	-4%
O=C(Cc1c(F)cccc1Cl)NNC(=O)c1ccccc1Cl	-6%	0%	0.9%	·	4%
COc1cc(C(=O)Nc2ccc3nc4n(c(=O)c3c2)CCCC4)ccc1Br	-8%	-3%	4.9%	3%	1%
Cc1ccc(CSC2=NCCN2C(=O)C(C)Oc2ccccc2)cc1 (stereo unspecified)	1%	36%	0.3%	-18%	1%
CC1SC2(CN3CCC2CC3)NC1=O (stereo unspecified)	3%	3%	0.5%	-12%	1%
CCOC(=O)/C(C#N)=C/Nc1cc(C(=O)OCC)cc2c(OC)c(OC)ccc12	-15%	·	i	·	·
COc1ccc(-c2ccc3c(c2)S(=O)(=O)c2cccc(C(=O)O)c2C3=O)cc1OC	5%	-5%	2.0%	·	-10%
Cc1sc2ncnc(N(C)C3CCCCC3)c2c1C	-1%	8%	i	-3%	5%
CN(c1ccc(C(=O)Nc2cccnc2)cc1)S(=O)(=O)c1ccccc1	-5%	13%	2.9%	6%	-2%
CN(C)c1ccc(NC(=O)CN2CCC(N3CCCCC3)CC2)cc1	-2%	-24%	0.2%	-1%	-5%
CCOc1cc(CN2CCCC(CNC(=O)c3ccc(F)cc3)C2)ccc1OC (stereo unspecified)	10%	1%	0.5%	-13%	3%
CSc1ccccc1C(=O)N1CCOCC1	4%	-8%	1.6%	-24%	10%
CCOc1cc(C(=O)NCC(=O)N2CCC3(CC2)NCCc2[nH]cnc23)cc(OCC)c1OCC	-1%	8%	0.4%	7%	3%
COc1ccc(S(=O)(=O)N2CCC(C(=O)N3CCOCC3)CC2)cc1	8%	1%	i	-11%	-5%
COC(=O)Cc1ccc(NC(=S)NNC(=O)C2CC2)cc1	2%	-7%	i	-6%	2%
CC(Oc1ccc(Br)cc1)C(=O)N1CCN(c2ccccn2)CC1 (stereo unspecified)	-5%	7%	4.7%	-5%	5%
CCCn1c(C(C)NC(C)=O)nc2ccccc21 (stereo unspecified)	-7%	·	i	·	-3%
O=C1CCN(Cc2ccc(O)cc2)CCN1[C@H](CO)c1ccccc1	0%	13%	0.0%	11%	6%
Cc1ccccc1-c1nc(CS(=O)(=O)CC(=O)NCCCN2CCN(C)CC2)c(C)o1	-2%	-4%	1.0%	-12%	0%
O=C(NCCc1csc(-c2ccccc2)n1)c1ccc(Br)o1	2%	8%	8.5%	4%	-3%
COCCNC(=O)C(c1ccc(F)cc1)N(CCOC)C(=O)CCC(=O)Nc1ccccn1 (stereo unspecified)	-12%	-13%	0.6%	-11%	7%
Cc1ccc(SCC(=O)O/N=C(\N)c2cccc([N+](=O)[O-])c2)cc1	7%	41%	1.5%	-6%	-11%
COc1ccc(N2CCN(CCNC(=O)CCC(=O)NNc3nc4ccccc4c4nc(C)nn34)CC2)cc1	1%	0%	i	6%	14%
Cc1ccc(NC(=O)NC(=O)N(C(C)C)S(C)(=O)=O)nc1	16%	-5%	0.1%	5%	0%
C=CCn1c(C)cc(C(=O)COc2ccc(N(C)S(=O)(=O)c3ccc(NC(C)=O)cc3)cc2)c1C	2%	55%	9.1%	·	7%
CCSc1nnc(-c2cc(Br)ccc2N)c(=O)[nH]1	-2%	19%	1.0%	-6%	-7%
O=C(O)C1C2CCC(C2)C1C(=O)Nc1ccc(Cl)c(Cl)c1 (stereo unspecified)	-1%	-8%	i	-1%	-8%
COc1ccccc1NC(=O)CCN1CCN(C)CC1	-13%	3%	0.4%	1%	-6%
C/C(=N\OCc1ccc(C#N)cc1)c1cc2ccccc2o1	-4%	44%	?	6%	6%
Cc1cc(C(=O)NNC(=S)NCC2CCCO2)cs1 (stereo unspecified)	0%	-4%	i	-4%	-9%	inhibitors of VEEV 10K pilot screen=2.5
CCOc1ccc(NC(=O)COC(=O)c2ccc3ncsc3c2)cc1OCC	-6%	·	5.3%	·	·
O=C(Nc1cccc2nsnc12)c1cccnc1Cl	-8%	-2%	2.5%	4%	-4%
CCc1ccc(C(C)NC(=O)Cc2ccc(F)cc2)cc1 (stereo unspecified)	0%	54%	0.5%	-6%	-5%
CC(CCc1ccccc1)NC(=O)Cn1cccc1C(=O)c1ccccc1 (stereo unspecified)	-4%	5%	i	0%	-1%
COc1ccc(Cl)cc1NC(=O)COC(=O)CCCC1=NS(=O)(=O)c2ccccc2N1	4%	-5%	i	-5%	4%
O=S(=O)(NCCc1ccccc1)c1cnc(Cl)c(Br)c1	-9%	·	6.1%	·	·
COc1ccc(/C=C/CN2CCN(CC(C)C)C(CCO)C2)cc1 (stereo unspecified)	7%	22%	i	-6%	3%
O=S(=O)(c1ccc(SCCOc2ccc(Cl)cc2)nc1)N1CCCC1	-11%	43%	3.0%	·	-5%
CC(C)(C)NC(=O)COC(=O)CCC(=O)c1cccs1	4%	4%	i	8%	-5%
CC1CN(C2CCN(C(=O)COc3ccccc3)CC2)CC(C)O1 (stereo unspecified)	-12%	41%	0.2%	-13%	10%
CC1CC(=O)c2c(cc3c(-c4c(O)cc(O)c5c(O)c6c(cc45)OC(C)CC6=O)c(O)cc(O)c3c2O)O1 (stereo unspecified)	25%	2%	i	27µM*	10%
CCCCC(=O)Nc1ccc(NC(=S)NC(=O)CC)cc1OC	8%	27%	1.8%	10%	-2%

As a short view, 17 of the compounds above.
SMILES	H1N1 NS1A inhibition	M. tuberculosis	inhibitors of VEEV	Salmonella PhoP GFP	M. tuberculosis HTS	others
CC1CCN(CC(=O)N2CCN(c3ccccc3)CC2)CC1	-8%	-3%	i	-3%	11%
CN(Cc1ccccc1)c1nc2c(c(=O)[nH]c(=O)n2C)n1CCCSc1ncccn1	-4%	12%	6.3%	7%	0%
CSCC[C@H](NC(=O)OC(C)(C)C)c1nnc(SCc2ccccc2)o1	4%	1%	1.6%	-6%	-2%
C=CCn1c(O)c(Cc2ccc(OCC)cc2)c(=O)[nH]c1=O	-3%	-8%	1.9%	6%	0%
COc1ccc(C(=O)Nc2c(-c3ccccc3)nc3ccccn23)c(OC)c1	-9%	13%	10%	5%	-7%
N#C/C(=C\c1ccc(O)c([N+](=O)[O-])c1)c1nc2ccccc2s1	10%	·	2.4%	·	·
CC(C)CN(C(=O)CN(C)C(=O)c1ccco1)c1c(N)n(CC(C)C)c(=O)[nH]c1=O	3%	-10%	1.1%	-1%	-5%
Cc1ccc(S(=O)(=O)c2cc(Nc3ccccc3)ccc2O)cc1	7%	67%	0.0%	10%	-3%
CCn1cc(C(=O)N[C@@H](CCSC)C(=O)NCCOC)c(=O)c2cc3c(cc21)OCO3	-4%	-10%	0.5%	1%	-4%
O=C(Cc1c(F)cccc1Cl)NNC(=O)c1ccccc1Cl	-6%	0%	0.9%	·	4%
COc1cc(C(=O)Nc2ccc3nc4n(c(=O)c3c2)CCCC4)ccc1Br	-8%	-3%	4.9%	3%	1%
Cc1ccc(CSC2=NCCN2C(=O)C(C)Oc2ccccc2)cc1 (stereo unspecified)	1%	36%	0.3%	-18%	1%
CC1SC2(CN3CCC2CC3)NC1=O (stereo unspecified)	3%	3%	0.5%	-12%	1%
CCOC(=O)/C(C#N)=C/Nc1cc(C(=O)OCC)cc2c(OC)c(OC)ccc12	-15%	·	i	·	·
COc1ccc(-c2ccc3c(c2)S(=O)(=O)c2cccc(C(=O)O)c2C3=O)cc1OC	5%	-5%	2.0%	·	-10%
Cc1sc2ncnc(N(C)C3CCCCC3)c2c1C	-1%	8%	i	-3%	5%
CN(c1ccc(C(=O)Nc2cccnc2)cc1)S(=O)(=O)c1ccccc1	-5%	13%	2.9%	6%	-2%

Next section:
SMILES	H1N1 NS1A inhibition	M. tuberculosis	inhibitors of VEEV	Salmonella PhoP GFP	M. tuberculosis HTS	others
CC(=O)c1ccc(NC(=O)c2sc3nc4n(c(=O)c3c2C)CCCCC4)cc1	-6%	59%	1.3%	6%	4%
Cc1c(C(=O)NNC(=O)c2ccncc2)oc2ccc(Br)cc12	7%	76%	0.8%	-12%	?
O=C(c1ccc(Cl)cc1)C(Cn1cncn1)C(Sc1ccccc1)c1ccccc1 (stereo unspecified)	-4%	40%	13%	0%	?
Cc1ccc(NC(=O)CN(c2ccc(Cl)cc2)S(=O)(=O)c2cc([N+](=O)[O-])ccc2Cl)cc1	4%	-11%	0.3%	-2%	-3%
Cc1ccc(-n2c(=O)cc(N3CC(C)OC(C)C3)[nH]c2=O)cc1 (stereo unspecified)	-13%	-3%	0.8%	8%	0%	inhibitors of VEEV 10K pilot screen=1.6
COc1cccc(C2C(C#N)=C(N)OC(C(C)(C)C)=C2C#N)c1 (stereo unspecified)	-18%	-13%	1.9%	16%	-2%
Fc1ccc2cc(-c3ccccc3)ncc2c1	15%	14%	i	·	12%
CCOC(=O)C1=C(C)NC(C)=C(C(=O)OCC)C1c1cc2ccc(C)cc2[nH]c1=O	3%	14%	4.8%	-1%	-5%
COc1ccc(NC(=O)Cn2nnc(C(=O)NCCc3ccccc3)c2N)cc1	-12%	-15%	0.3%	-3%	-2%
Cc1cccc(NC(=O)C(NS(=O)(=O)c2ccc3c(c2)CCC(=O)N3)c2ccccc2)n1 (stereo unspecified)	1%	5%	2.1%	1%	-12%
CCc1ccc(/C=C/C(=O)c2ccc(N3CCOCC3)cc2)cc1	-3%	62%	3.3%	-1%	4%
CCCCCCOC(=O)c1ccccc1N	5%	2%	0.6%	0%	6%
Cn1c(N)c(C(=O)c2ccc(C#N)cc2)c(=O)n(C)c1=O	-1%	-13%	0.1%	-3%	-19%
Cc1cc([N+](=O)[O-])nn1CC(=O)NCCCN1CCOCC1	6%	-10%	0.5%	8%	2%
COCC(=O)NCCSc1c(C)[nH]c2ccccc12	-30%	-28%	i	-3%	-5%
O=C(NCCc1cn2ccccc2n1)c1cc(COc2c(F)cccc2F)on1	-2%	-5%	0.5%	4%	4%
COc1ccccc1CNC(=O)c1[nH]c(C)c(C(C)=O)c1C	-13%	1%	1.0%	-6%	-5%
Cc1cccc(/C=C2\Oc3cc(OS(C)(=O)=O)ccc3C2=O)c1	6%	26%	8.7%	-6%	3%
Cc1c(NC(=O)CSc2ccccc2C(=O)Nc2cccnc2)c(=O)n(-c2ccccc2)n1C	4%	-2%	0.3%	-5%	-8%
CCOc1cc(CNCCCN2CCOCC2)ccc1OCC(=O)NC(C)(C)C	-1%	-14%	0.4%	5%	-9%
N/C(=N\OC(=O)c1cccs1)c1cccc(Br)c1	15%	?	3.0%	9%	65%
Cc1cc(C)c(C)c(S(=O)(=O)Nc2ccccc2C(=O)NCCCn2ccnc2)c1C	2%	·	3.5%	·	·
COc1ccc(-n2nc(C(=O)NCC(=O)NCCCN3CC(C)CC(C)C3)c3ccccc3c2=O)cc1Cl (stereo unspecified)	10%	13%	i	2%	10%
CC(=O)Nc1cccc(C(=O)Nc2cccnc2)c1	6%	-6%	1.6%	6%	-8%
CN1CCC(=C2c3ccccc3C(O)c3ccccc32)CC1 (stereo unspecified)	3%	-4%	i	3%	-4%
CC1CC(C)CN(CC(O)COCCOc2ccc(Br)cc2)C1 (stereo unspecified)	-10%	16%	0.4%	-6%	8%
Cc1nnc(SCC(=O)c2ccc(Cl)cc2)n(N)c1=O	4%	8%	1.1%	-2%	0%
COC(=O)c1ccc(NC(=O)c2sc3nc(-c4ccccc4)cn3c2C)cc1	-2%	5%	i	-7%	-8%

Screening data from PubChem.
